PKA-R2B activ = activates the human PKA-R2B holoenzyme complex; P22694+P31323; PKA-R2B holoenzyme dissociation, Cy5-IP20 fluorescence polarization; R2B truncated from residue 108, S112A mutant; 0% DMSO only, 100% 113 µM cGMP; activation, % at 11.4 µM; 0.079% of 340,000 active; AID 504700;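 active = activation above a cutoff set at the mean over all compounds plus 3 SD, cut at about 18% in these data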;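 note: higher means more holoenzyme dissociation and a rise in polarization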
Target sequence (P31323 whole entry, looked up, other chains not shown, the tested form may be a part): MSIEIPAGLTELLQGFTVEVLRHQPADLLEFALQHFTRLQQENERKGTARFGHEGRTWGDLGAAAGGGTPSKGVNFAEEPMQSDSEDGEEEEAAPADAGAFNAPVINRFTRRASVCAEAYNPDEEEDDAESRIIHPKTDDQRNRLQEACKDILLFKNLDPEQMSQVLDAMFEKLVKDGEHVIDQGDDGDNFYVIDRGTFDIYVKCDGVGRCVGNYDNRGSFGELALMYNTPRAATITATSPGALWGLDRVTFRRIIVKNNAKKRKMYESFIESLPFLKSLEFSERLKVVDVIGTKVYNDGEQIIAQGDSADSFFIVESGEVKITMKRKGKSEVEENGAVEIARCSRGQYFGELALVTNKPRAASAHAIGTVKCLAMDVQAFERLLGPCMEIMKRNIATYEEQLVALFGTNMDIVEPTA
SR-BI DiI inh = mouse SR-BI HDL lipid transfer inhibition; ldlA[mSR-BI] CHO cells, DiI-HDL uptake fluorescence, 3 h; inhibition, % at 12.5 µM; 0.96% of 320,000 active;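 active = mean replicate inhibition of at least 70% and a set share of replicates each scoring 70 or more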;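 note: 0% = median of neutral control wells and 100% = median of positive control wells; values of inactives mirror those of a sister screen read the other way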
Target sequence (Q61009 whole entry, looked up): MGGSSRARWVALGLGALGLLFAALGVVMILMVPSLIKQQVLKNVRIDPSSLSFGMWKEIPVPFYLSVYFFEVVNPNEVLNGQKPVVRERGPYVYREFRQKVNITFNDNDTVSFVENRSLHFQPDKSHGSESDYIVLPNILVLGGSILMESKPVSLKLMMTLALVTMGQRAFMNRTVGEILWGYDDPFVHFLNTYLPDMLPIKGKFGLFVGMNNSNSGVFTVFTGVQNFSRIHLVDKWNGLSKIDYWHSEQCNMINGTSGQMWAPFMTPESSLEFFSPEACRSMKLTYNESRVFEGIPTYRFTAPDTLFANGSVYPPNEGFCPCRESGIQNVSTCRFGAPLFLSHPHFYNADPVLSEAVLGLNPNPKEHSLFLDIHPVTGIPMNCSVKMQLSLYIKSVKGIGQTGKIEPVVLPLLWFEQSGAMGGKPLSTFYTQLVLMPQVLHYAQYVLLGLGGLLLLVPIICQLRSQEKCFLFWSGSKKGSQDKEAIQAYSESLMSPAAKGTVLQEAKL
CDK5 p35 inh = CDK5/p35 (human) kinase inhibition; 0.01% of 330,000 active; Q00535+Q15078; Recombinant CDK5/p35, ADP-Glo luminescence, 60 min; AID 488839; inhibition, % at 10 µM;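 active = highest replicate inhibition of at least 50% and at least 75% of replicates reaching 50%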;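 note: plate controls were DMSO neutral control for no effect and GW8510 at 10 µM for full effect; many of its hits are not listed in these tables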
Pemphigus Ab inh = blocks pemphigus antibody binding to human desmoglein-3; P32926; DSG3-coupled beads, scFv-anti-DSG3-GFP binding, flow cytometry; hits give low values; binding (percent of control), % at 10 µM; 0.48% of 310,000 active; AID 588358;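 active = binding more than 3 SD below its plate's average and above zero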;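 note: hits lower antibody fragment binding to DSG3; some compounds called inactive have numbers as strong as hits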
Arr AP2 block = blocks beta-arrestin peptide binding to AP2 adaptin. 0.31% of 340,000 active. AID 504490. FITC-arrestin peptide / GST-AP2 beads, flow cytometry; AP2 beta2 appendage carries R879A mutation. inhibition, % at 10 µM;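 active = inhibition above a set limit, near 3 SD of compounds lacking own fluorescence, cut at about 54% in these data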;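 note: plate controls were DMSO wells for no effect and 5 µM unlabelled arrestin peptide for full effect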
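Material – AP2 appendage R879A on GSH beads · Buffer or medium – PBS with 0.05% Tween 20 and 0.1% BSA · Probe or stimulus – fluorescein-tagged arrestin peptide at 50 nM final · Incubation – compound with beads 12 min RT, then probe 1 h RT · Detection – high-throughput flow cytometry of beads, ex 488, em 535 nm · Evaluation – percent response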
SR-BI uptake up = activators of SR-BI mediated HDL lipid uptake; CHO ldlA[mSR-BI] cells, DiI-HDL uptake fluorescence, 3 h; 100 = double the neutral-control signal; activation, % at 12.5 µM; 0.096% of 320,000 active; AID 504775;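 active = mean replicate activation of at least 60% and every replicate at or above 60%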;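 note: 0% = median plate neutral-control signal and 100% = twice that signal; values of inactives mirror those of a sister screen read the other way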
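Material: SR-BI-overexpressing, LDLR-lacking CHO cells; schedule: compound exposure 3 h, 37 °C; reagent: DiI-labelled HDL at 10 µg/mL final; technique: bottom-read fluorescence, 550/595 nm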
dFosB activator = mouse delta FosB homodimer activation; P13346; purified delta FosB, TAMRA-CDK5 oligo fluorescence polarization; percent of positive-control signal above neutral wells; activation, % at 25 µM; 0.99% of 340,000 active;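 active = mean activation above about 17%, with every replicate also reaching it, limit read from the data, passing the limit was not always enough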;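 note: fluorescence polarization rise as delta FosB binds a TAMRA Cdk5 AP-1 oligo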
PKA-R1A act = PKA-R1A complex activation. activation, % at 11.4 µM. 0.083% of 340,000 active. PKA-R1A dissociation, Cy5-IP20 fluorescence polarization; scaled: DMSO 0%, 113 µM cGMP 100%. P00514+P68181;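 active = percent activation above the mean of all tested compounds plus 3 SD, cut at about 19% in these data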;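 note: higher means more PKAc released from R1A so a rise in polarization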
Mot1-301 SUMO = inhibitors of SUMOylation pathway: yeast Mot1-301 growth rescue | S. cerevisiae Mot1-301 growth rescue, ATP luminescence, 38.5C; percent above DMSO median, 100 means doubled | growth rescue, % at 18.8 µM | 1% of 320,000 active | AID 2716;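 active = every valid replicate shows activation above 250% relative to neutral control wells; inactive = the rest, any valid replicate at or below 250%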;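 note: OY570 slx delta 5 strain wells were the positive control but not used for scaling; some compounds called inactive have numbers as strong as hits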
NSD2 HMT inh = blocks human histone methyltransferase NSD2; NSD2 peptide methylation, AlphaScreen, 120 min; inhibition, % at 12.5 µM; 0.54% of 310,000 active; AID 743445; in the data active = inhibition above about 50%
MITF TRPM1 HTS = MITF TRPM1 promoter activation in melanoma cells. 0.75% of 300,000 active. SK-MEL-5 TRPM1-promoter luciferase, 24 h; % of positive control, neutral wells = 0. activation, % at 12.5 µM;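 active = mean activation of at least 80% with every replicate also reaching 80%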;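 note: 0% = neutral control wells and 100% = parthenolide positive control wells; values of inactives mirror those of a sister screen read the other way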
Active calls of the source: *; · = no result given; & = joins results of further samples.

1. COc1ccc(S(=O)(=O)N(C)c2ccccc2)c2cccnc12
2. CCOc1ccc(/C(O)=C2/C(=O)C(=O)N(c3ccccn3)C2c2ccc(Cl)cc2)c(C)c1 (stereo not drawn)
3. CCn1cc(C(=O)OCC(=O)Nc2cc(S(=O)(=O)N(C)C)ccc2C)c(=O)c2ccc(C)nc21
4. CC(C)(C)OC(=O)NC(Cc1ccccc1)C(=O)N1CCCC1C(=O)O (stereo not drawn)
5. Cc1nc(NC(=O)c2ccc(Cl)cc2)nc2cc3c(cc12)OCO3
6. O=C(CSCc1ccc(Cl)cc1)NCc1ccccn1
7. CN(C(=O)CSc1ncc(C(F)(F)F)cc1Cl)c1c(N)n(Cc2ccccc2)c(=O)[nH]c1=O
8. CN(Cc1cccc(F)c1)C(=O)c1ccc(S(=O)(=O)C(F)F)cc1

assay / entry	1	2	3	4	5	6	7	8
PKA-R2B activ	-1	-4	-2	4	11	8	0	7
SR-BI DiI inh	-5	-41	8	-6	-37	-1	-8	-17
CDK5 p35 inh	-6.4	1.8	-1.0	-0.7	-1.7	0.6	-1.7	-0.1
Pemphigus Ab inh	·	107	·	98	99	108	106	99
Arr AP2 block	-1	19	-3	-1	54	26	11	0
SR-BI uptake up	5	41	-8	6	37	1	8	17
dFosB activator	-4	-6	-13	-6	9	-4	-4	8
PKA-R1A act	-17	-7	-7	10	1	5	-5	-9
Mot1-301 SUMO	-3	-9	-13	-22	-12	-9	-5	-12
NSD2 HMT inh	4	18	-2	-5	-2	-3	0	10
MITF TRPM1 HTS	0	15	·	-2	-20	-9	1	·

9. CN(C)CCCN(C(=O)c1ccc(C(=O)c2ccccc2)cc1)c1nc2ccc(F)cc2s1
10. CCOC(=O)Cc1csc(NC(=O)c2cc(C)on2)n1
11. O=C1C2C3C=CC(O3)C2C(=O)N1N=C1CCCCC1 (stereo not drawn)
12. O=C(c1c[nH]c2ccccc12)N1CCN(Cc2ccccc2)CC1
13. CCN(C(=O)CSc1nnc(-c2cccc(F)c2)n1N)c1c(N)n(Cc2ccccc2)c(=O)[nH]c1=O
14. CCc1ccc[n+](-c2[nH]c(=O)sc2/C=N/N=C(\[O-])CCn2c3ccccc3c3ccccc32)c1
15. N#CCNC(=O)C1CC(=O)N(CCc2ccc(F)cc2)C1 (stereo not drawn)
16. CCOC(=O)CSc1nc2ccsc2c(=O)n1C1CCN(C(=O)OCC)CC1

assay / entry	9	10	11	12	13	14	15	16
PKA-R2B activ	-15	-4	-10	-9	2	-10	8	-2
SR-BI DiI inh	10	-10	-7	-10	-23	5	-21	2
CDK5 p35 inh	-0.5	0.0	-0.5	-5.1	-1.0	4.5	0.1	-2.5
Pemphigus Ab inh	103	99	87	116	107	105	87	98
Arr AP2 block	1	-8	-5	3	3	-5	-12	1
SR-BI uptake up	-10	10	7	10	23	-5	21	-2
dFosB activator	30*	1	-8	-1	-7	-5	1	-9
PKA-R1A act	-5	-1	-5	9	-4	-10	-4	1
Mot1-301 SUMO	9	-6	·	-20	·	12	13	5
NSD2 HMT inh	6&4	-1	·	0	0	13	-3	·
MITF TRPM1 HTS	8	9	4	-6	6	·	-12	-8

17. CCOC(=O)N1CCN(S(=O)(=O)c2ccc(C(=O)NNc3nc4c(C)cccc4s3)cc2)CC1
18. Cc1ccc(C(C(=O)NCc2ccco2)N(C(=O)Cn2nnc3ccccc32)c2ccccc2)o1 (stereo not drawn)
19. CCN(CC)CCCNc1cc(C(F)(F)F)c(C#N)c2nc3ccccc3n12
20. Nc1cc(=O)[nH]c(SCc2nnc(-c3ccccc3)o2)n1
21. COc1ccc(O)c(C2=Nc3ccccc3N=C(c3ccccc3)C2)c1
22. Cc1ccc(Nc2nc(CSc3nnc(-c4cccnc4)n3-c3ccccc3C)cs2)cc1
23. COc1ccc(C(=O)OCCN2CCN(C3=NS(=O)(=O)c4ccccc43)CC2)cc1OC
24. Cc1ccc(S(=O)(=O)/C(C#N)=C/c2c(N3CCN(C)CC3)nc3c(C)cccn3c2=O)cc1

assay / entry	17	18	19	20	21	22	23	24
PKA-R2B activ	8	8	3	-18	4	-5	4	-10
SR-BI DiI inh	102*	-7	6	-15	34	-36	·	9
CDK5 p35 inh	-2.5	0.3	0.3	-0.6	-0.2	-0.6	0.9	1.2
Pemphigus Ab inh	79	107	108	94	96	126	94	102
Arr AP2 block	2	6	25	-1	5	-12	-8	2
SR-BI uptake up	-102	7	-6	15	-32	36	·	-9
dFosB activator	-18	-5	-4	4	-4	-14	-14	1
PKA-R1A act	5	5	-2	-10	-9	-8	2	3
Mot1-301 SUMO	1	-15	-9	6	38	0	-11	7
NSD2 HMT inh	·	·	56*	-2	-6	2	-9	6
MITF TRPM1 HTS	-18	-7	14	·	24	-4	·	-2

The final 4 entries of the section above lead into the next:
21. COc1ccc(O)c(C2=Nc3ccccc3N=C(c3ccccc3)C2)c1
22. Cc1ccc(Nc2nc(CSc3nnc(-c4cccnc4)n3-c3ccccc3C)cs2)cc1
23. COc1ccc(C(=O)OCCN2CCN(C3=NS(=O)(=O)c4ccccc43)CC2)cc1OC
24. Cc1ccc(S(=O)(=O)/C(C#N)=C/c2c(N3CCN(C)CC3)nc3c(C)cccn3c2=O)cc1
25. COc1ccccc1C1=NNC(=NCc2ccccc2)SC1
26. Cc1ccc(C(=O)NNC(=O)CSc2nnc3c(n2)[nH]c2ccc(C)cc23)cc1
27. Cc1ccc(NC(=O)c2ccco2)c([N+](=O)[O-])c1
28. Cc1ccc(F)cc1NC(=S)NCCc1ccccc1
29. CN(C(=O)Cn1cc(C#N)c2ccccc21)c1ccccc1
30. Cn1ncc(Br)c1C(=O)Nc1ccc(Br)cn1
31. CCn1c(COc2ccc(=O)n(-c3ccccc3)n2)nnc1SCc1ccc(OC)cc1
32. O=C(C1CCN(S(=O)(=O)c2ccccc2)CC1)N1CCc2ccccc21

assay / entry	21	22	23	24	25	26	27	28	29	30	31	32
PKA-R2B activ	4	-5	4	-10	8	-2	-1	0	3	-1	-4	15
SR-BI DiI inh	34	-36	·	9	20	-10	-1	53	7	-7	8	44
CDK5 p35 inh	-0.2	-0.6	0.9	1.2	-0.3	-0.6	3.2	-4.0	-1.0	-1.9	-3.6	-0.8
Pemphigus Ab inh	96	126	94	102	98	104	97	104	98	120	·	111
Arr AP2 block	5	-12	-8	2	36	-13	7	4	-18	40	-5	-2
SR-BI uptake up	-32	36	·	-9	-20	10	1	-53	-7	7	-8	·
dFosB activator	-4	-14	-14	1	-6	-6	1	-4	-4	-1	-2	3
PKA-R1A act	-9	-8	2	3	-1	-5	-3	-1	-4	3	6	-2
Mot1-301 SUMO	38	0	-11	7	8	-5	331	6	19	-8	4	4
NSD2 HMT inh	-6	2	-9	6	1	·	4	1	1	-3	-1	-5
MITF TRPM1 HTS	24	-4	·	-2	19	-7	37	7	-8	-7	·	11

33. CN1CCN(NC(=O)Nc2cccc(Cl)c2Cl)CC1
34. O=C(NC(CO)Cc1ccc([N+](=O)[O-])cc1)C(Cl)Cl (stereo not drawn)
35. Cc1nnc(SCC2=C(C(=O)O)N3C(=O)C(NC(=O)c4cccc(F)c4F)C3SC2)s1 (stereo not drawn)
36. COc1cccc(NC(=O)CN(C)C(=O)c2cccc(S(=O)(=O)Nc3ccc(C)cc3)c2)c1
37. O=C(COc1cccc(NC(=O)c2cccc([N+](=O)[O-])c2)c1)c1ccc(F)cc1
38. COc1ccc(N2CC(C(=O)N[C@@H](C)C(=O)NCc3ccccc3OC)CC2=O)cc1 (stereo partly drawn)
39. C=C1C(=O)O[C@H]2C[C@]3(C)C([C@@H](OC(=O)/C(C)=C/C)[C@H]12)[C@](C)(O)CC[C@H]3O (stereo partly drawn)
40. O=C(N/N=C/C=C\c1ccccc1)c1cnccn1
41. O=C(CN(CC1CCCO1)C(=O)CCC(=O)Nc1ccccn1)NCC1CCCO1 (stereo not drawn)

assay / entry	33	34	35	36	37	38	39	40	41
PKA-R2B activ	·	-5	1	4	-2	1	-5	-3	3
SR-BI DiI inh	2	-1	-8	31	40	25	-9	-9	-16
CDK5 p35 inh	-0.8	-0.3	-1.2	-0.5	-2.5	-1.5	0.0	-2.8	-0.1
Pemphigus Ab inh	85	86	105	·	99	98	122	97	·
Arr AP2 block	32	28	-18	6	-11	27	29	-1	1
SR-BI uptake up	-2	2	8	-31	-40	-25	9	9	16
dFosB activator	4	0	-1	-7	-11	-1	-5	1	1
PKA-R1A act	·	-8	-6	-3	2	-1	-14	0	1
Mot1-301 SUMO	327	-13	-14	-18	-17	11	1	899	29
NSD2 HMT inh	-5	·	-1	0	1	-6	0	-3	21
MITF TRPM1 HTS	9	11	-2	2	3	3	1	14	4

Screening results: PubChem BioAssay, several laboratories
